# Cycloheximide cs = Cycloheximide Counterscreen for Small Molecule Inhibitors of Shiga Toxin; 300,000 tested, 12% active; AID 2314, 2010; cell reporter, cycloheximide protein synthesis inhibition counterscreen; max response, %; in the data active = max response mostly above about 13%, no sharp cut-off; inactive = mostly below about 14%; note: read at 38.3 µM for the half of the compounds with a filed dose; 0% is about no effect
# Shiga inhibitor = A qHTS for Small Molecule Inhibitors of Shiga Toxin; inhibition, % at 38.7 µM; 290,000 tested, 9.2% active; Vero cells, Shiga toxin protein synthesis inhibition reporter; in the data active = inhibition mostly above about 28%, no sharp cut-off; inactive = mostly below about 43%; note: 0% is about no effect
# Tb PYK inh = qHTS of Trypanosoma Brucei Inhibitors; TbPYK enzyme, Kinase-Glo Plus ATP luminescence, 45 min; pyruvate kinase (Trypanosoma brucei), Q57TT1; Potency, µM (titrated, usually from 76.8 µM), inactives show at the top dose activity, negative = inhibition, hits mostly inhibitors; 410,000 tested, 0.12% active; note: potency is the fitted concentration of half-maximal effect; % is set by controls: 0 for no effect and ±100 for the full control effect; nearly all actives have a fitted effect of over 50% in size
#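 Quantitative HTS: titrated library compounds versus trypanosomal pyruvate kinase in TEA buffer (pH 7.2) containing KCl, MgCl2, BSA and Tween-20. Reactions were initiated with ADP, 130 uM final. Kinase-Glo Plus luminescence was read after 45 min at RT.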
# Pf growth 48h = Primary qHTS for delayed death inhibitors of the malarial parasite plastid, 48 hour incubation. P. falciparum luciferase growth in erythrocytes, 48 h. AID 504832, 2011. Potency, µM (titrated, usually from 28.7 µM), for the others: top-dose activity change, negative = inhibition, hits mostly inhibitors. 310,000 tested, 5.9% active; note: potency is the fitted concentration of half-maximal effect; % is set by controls: 0 for no effect and ±100 for the full control effect
#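 Firefly luciferase activity from engineered P. falciparum reports growth; inhibitors lower the luminescent signal. Cultures contained 2% hematocrit erythrocytes at 0.1% final parasitemia.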
# LmPK inh = qHTS Assay for Inhibitors of Leishmania Mexicana Pyruvate Kinase (LmPK); Potency, µM (titrated, usually from 57.5 µM), without a hit: at the highest dose activity change, negative = inhibition, usual class: inhibitors; 290,000 tested, 0.37% active; purified LmPK, Kinase-Glo ATP luminescence, 1 h; Q27686; AID 1721, 2009; note: potency is the fitted concentration of half-maximal effect; % is set by controls: 0 for no effect and ±100 for the full control effect
# Target sequence (Q27686 whole entry, looked up): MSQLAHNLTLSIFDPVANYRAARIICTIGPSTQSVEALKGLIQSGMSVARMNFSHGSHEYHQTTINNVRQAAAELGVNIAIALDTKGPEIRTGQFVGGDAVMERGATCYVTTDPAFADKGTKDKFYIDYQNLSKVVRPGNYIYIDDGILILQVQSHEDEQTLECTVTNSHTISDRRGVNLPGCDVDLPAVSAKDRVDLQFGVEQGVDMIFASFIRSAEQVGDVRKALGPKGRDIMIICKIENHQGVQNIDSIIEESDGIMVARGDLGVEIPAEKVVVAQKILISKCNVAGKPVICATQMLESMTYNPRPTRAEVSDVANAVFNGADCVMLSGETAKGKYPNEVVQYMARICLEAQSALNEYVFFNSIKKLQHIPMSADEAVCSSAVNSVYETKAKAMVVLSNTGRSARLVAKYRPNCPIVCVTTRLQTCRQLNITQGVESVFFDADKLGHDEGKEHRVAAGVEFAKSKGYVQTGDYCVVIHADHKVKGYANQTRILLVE
#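 Purified LmPK (0.1 nM) converted ADP (0.1 mM) to ATP with PEP (0.5 mM) in imidazole buffer pH 7.2 with KCl and MgCl2, 1 h at room temperature. ATP was read by Kinase-Glo luminescence; data normalized to uninhibited and no-enzyme controls.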
# AmpC no deterg = qHTS Inhibitors of AmpC Beta-Lactamase (assay without detergent); P00811; AmpC nitrocefin hydrolysis, absorbance 480 nm, 0.0001% Triton; Potency, µM (top dose mostly 57.1 µM), without a hit: at the top dose activity change, negative = inhibition, most hits filed as inhibitors; 330,000 tested, 0.52% active; AID 485341, 2010;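 note: potency is the fitted concentration of half-maximal effect; plate controls were no compound for no effect and no enzyme for full effect; nearly all actives have a fitted effect of over 20% in size; some results filed as inactive show a strong effect at the top dose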
# Target sequence (P00811 whole entry, looked up): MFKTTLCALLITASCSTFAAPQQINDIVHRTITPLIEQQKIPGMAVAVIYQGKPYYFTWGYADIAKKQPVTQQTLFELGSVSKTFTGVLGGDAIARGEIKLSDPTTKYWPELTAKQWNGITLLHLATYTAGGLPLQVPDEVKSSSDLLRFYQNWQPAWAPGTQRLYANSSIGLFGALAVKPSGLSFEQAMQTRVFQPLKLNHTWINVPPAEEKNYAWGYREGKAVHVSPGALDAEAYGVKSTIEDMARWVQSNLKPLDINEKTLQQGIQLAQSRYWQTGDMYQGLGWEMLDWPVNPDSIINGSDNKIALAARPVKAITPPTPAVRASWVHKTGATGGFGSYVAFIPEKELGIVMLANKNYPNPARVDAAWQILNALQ
#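 AmpC (5.3 nM in the dispensed reagent) in 20 mM phosphate pH 7.0 with 0.01% (detergent screen) or 0.0001% Triton X-100 was preincubated with compounds for 15 min at room temperature. Nitrocefin was then added from an 800 uM solution, and hydrolysis was followed at 480 nm.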
# Pf growth 96h = Primary qHTS for delayed death inhibitors of the malarial parasite plastid, 96 hour incubation | P. falciparum luciferase reporter growth, 96 h | Potency, µM (highest dose often 28.7 µM), without a hit: top-dose activity change, negative = inhibition, most hits filed as inhibitors | 320,000 tested, 6.9% active | AID 504834, 2011; note: potency is the fitted concentration of half-maximal effect; % is set by controls: 0 for no effect and ±100 for the full control effect
#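 P. falciparum expressing integrated firefly luciferase grown in erythrocytes (2% hematocrit, 0.05% parasitemia final) with compounds for 96 hours at 37 C, 5% CO2. Growth inhibition read as loss of luminescence after adding luciferase detection reagent.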
# Active calls of the source: *; ? = inconclusive; / = no result given; & = joins results of further samples; [ ] = dose if it differs, or a comment. Unless noted, calls come from the whole dose curve; as a rule, active = well fitted curve in the direction sought with a large enough effect; inconclusive = small, poorly fitted or top-dose-only effect, or another doubt; inactive = no such curve, though single readings can be large; an effect the other way counts as inactive or inconclusive.
SMILES,Cycloheximide cs,Shiga inhibitor,Tb PYK inh,Pf growth 48h,LmPK inh,AmpC no deterg,Pf growth 96h
COc1ccc(NS(=O)(=O)c2ccc3c(c2)[C@H]2C=CC[C@H]2[C@@H](c2ccc(C(=O)O)cc2)N3)cc1,-3,-6,?,17%,-1%,-41%,21%
CCC(=O)Nc1ccc(CCC(=O)N2CCCC2)cc1,1,-28,0%,69%[activator],-2%,-15%,-8%
CC(C)n1nnnc1-c1ccc(Cl)cc1,-7,8,-7%,-9%,4%,-15%,30%
O=C(Nc1cc(Cl)cc(Cl)c1)C1C2C=CC3(O2)C1C(=O)N(CCCN1CCOCC1)C3C(=O)NC1CCCCC1 (centres undefined),-5,-8,-10%,0%,3%,75%[activator],15%
CC(=O)Nc1ccc(NC(=O)C(C)OC(=O)CC2CCCCC2)cc1 (centres undefined),/,/,1%,-26%,/,-14%,18%
CCc1nnc(NC(=O)CS(=O)(=O)c2ccccc2)s1,-2,-3,-4%,-18%,-3%,-27%,-10%
Cc1cc(C)nc(NS(=O)(=O)c2ccc(NC(=O)c3ccccc3C)cc2)n1,-2,/,1%,?,2%,-25%,?
O=C(NC(=S)Nc1ccc(N2CCCCC2)cc1)c1ccc2c(c1)OCCO2,58*,98*,-3%,131%[activator],-2%,?,73%[activator]
Cn1c(=O)c2c(nc(N/N=C/c3c(O)n(-c4ccccc4)c(=S)[nH]c3=O)n2C)n(C)c1=O,-2,-5,-2%,15%,-7%,-21%,-1%
O=C(NCc1ccccc1)c1cccc(COc2ccc3c(c2)CCC3)c1,104*,120*,-7%,278%[activator],-1%,-32%,-1%
COc1ccc2c(c1[N+](=O)[O-])CCC/C2=N/OC(=O)c1ccccc1SC,-1,-12,1%,-11%,2%,-32%,?
Cc1ccccc1C(=O)NNC(=O)c1cc(N)cc([N+](=O)[O-])c1,-2,-1,3%,21%,-1%,?,31%[activator]
COc1cccc(C(=O)NCC(=O)N/N=C/c2ccc3c(c2)OCO3)c1,44*,83*,-2%,42%[activator],-2%,-15%,?
CCOC(=O)N1CCN(C2=C(NS(=O)(=O)c3ccc(NC(C)=O)cc3)C(=O)c3ccccc3C2=O)CC1,15,21,-14%,?,-5%,4%,9.3µM*
O=C(Cn1nc(C(=O)O)c2ccccc2c1=O)Nc1cc(Cl)cc(Cl)c1,-6,2,5%,3%,7%,11µM*,7%
CCOc1ccccc1N1Cc2ccccc2C1,-4,-24,-10%,7.4µM*,0%,-12%,/
Cc1ccc(S(=O)(=O)N(C)c2ccc3sc(C)nc3c2)cc1,-2,-17,-7%,21%,-7%,10%,31%[activator]
Cc1ccc(NCc2nc3ccccc3n2C)c(C)c1,23*,45*,1%,136%[activator],-22%,-12%,-26%
Cc1ccc(CN2CCN(Cc3cnc(N4CCOCC4)s3)CC2CCO)o1 (centres undefined),0,-5,3%,2%,-6%,-6%,30%
CCc1c(C(=O)Nc2ccccc2C(N)=O)csc1C,31*,38,-5%,33%[activator],-6%,-31%,242%[activator]
CCCCOC(=O)CSc1nc(N)c(C#N)c(-c2ccc(OCC)cc2)c1C#N,-3,4,-5%,10%,4%,-30%,1%[5.75 µM]
COc1cc([N+](=O)[O-])ccc1NC(=O)C1C2C=CC(C2)C1C(=O)O (centres undefined),-2,/,-1%,?,-1%,-17%,12µM*
CC(CC(=O)Nc1nnc(C(C)(C)C)s1)c1ccccc1 (centres undefined),-2,-8,-6%,0%,9%,-24%,20%
O=C(O)c1cc(NN=Nc2cccc(S(=O)(=O)O)c2)cc([N+](=O)[O-])c1,0,3,-3%,16%,6%,-7%,22%

# Three compounds already listed, ordered by length of the SMILES, rising.
SMILES,Cycloheximide cs,Shiga inhibitor,Tb PYK inh,Pf growth 48h,LmPK inh,AmpC no deterg,Pf growth 96h
Cc1ccc(NCc2nc3ccccc3n2C)c(C)c1,23*,45*,1%,136%[activator],-22%,-12%,-26%
Cc1ccc(CN2CCN(Cc3cnc(N4CCOCC4)s3)CC2CCO)o1 (centres undefined),0,-5,3%,2%,-6%,-6%,30%
CCOC(=O)N1CCN(C2=C(NS(=O)(=O)c3ccc(NC(C)=O)cc3)C(=O)c3ccccc3C2=O)CC1,15,21,-14%,?,-5%,4%,9.3µM*

# Next section
SMILES,Cycloheximide cs,Shiga inhibitor,Tb PYK inh,Pf growth 48h,LmPK inh,AmpC no deterg,Pf growth 96h
CSCCC(NS(=O)(=O)c1ccc2c(c1)oc(=O)n2C)C(=O)NCc1ccccc1 (centres undefined),-2,-26,-6%&8%,1%,-2%,-2%,7%
O=c1c2ccccc2nc(SCc2cn3ccsc3n2)n1-c1ccccc1,0,-4,0%,?,1%,-19%,/
COc1ccc(-c2cc(C(=O)NC(C)c3ccccn3)c3ccccc3n2)cc1OC (centres undefined),/,/,5%,?,/,113%[activator],?
CC1=C(C(=O)OCC2CCCO2)C(c2coc3ccccc3c2=O)C2=C(CCCC2=O)N1 (centres undefined),4,18,4%,?,2%,-10%,-7%
COc1ccc(-c2csc3nc(-c4ccc(C)cc4)oc(=O)c23)cc1OC,-2,9,-2%&5%,13%,0%,-6%,12%
COc1ccc(CCNC(=O)CN(c2ccc(OC)c(OC)c2)S(=O)(=O)c2ccccc2)cc1OC,-1,29,0%,0%,-6%,-7%,?
COc1ccccc1N1CCN(C(=O)COc2cc(C)cc(C)c2)CC1,1,-13,-15%,?,-5%,140%[activator],0%
CCCCN(C(=O)CCCSc1nc2ccccc2[nH]1)c1c(N)n(Cc2ccccc2)c(=O)[nH]c1=O,-2,-9,-8%,?,-5%,-44%,?
O=[N+]([O-])c1cccc(S(=O)(=O)N2CCN(c3ccccn3)CC2)c1,-1,-3,-1%,19%,1%,-5%,10µM*
Cc1[nH]nc2nc(SCC(=O)NCC3CCCO3)n(-c3ccc(Br)cc3)c(=N)c12 (centres undefined),-2,-1,-11%,10µM*,9%,57%,40%[activator]
COc1ccc2cc3cc(C(=O)NCCN4CCc5ccccc5C4)oc3nc2c1,21,36*,4%,3.3µM*,-1%,53%,?
CC1(C)CC(NC2C3CC4CC(C3)CC2C4)CC(C)(C)N1 (centres undefined),-1,-6,1%,?,-3%,-16%,?

# Among those listed so far, these have a Cl atom:
SMILES,Cycloheximide cs,Shiga inhibitor,Tb PYK inh,Pf growth 48h,LmPK inh,AmpC no deterg,Pf growth 96h
CC(C)n1nnnc1-c1ccc(Cl)cc1,-7,8,-7%,-9%,4%,-15%,30%
O=C(Nc1cc(Cl)cc(Cl)c1)C1C2C=CC3(O2)C1C(=O)N(CCCN1CCOCC1)C3C(=O)NC1CCCCC1 (centres undefined),-5,-8,-10%,0%,3%,75%[activator],15%
O=C(Cn1nc(C(=O)O)c2ccccc2c1=O)Nc1cc(Cl)cc(Cl)c1,-6,2,5%,3%,7%,11µM*,7%

# Single records (already shown):
# Listed for `CCCCN(C(=O)CCCSc1nc2ccccc2[nH]1)c1c(N)n(Cc2ccccc2)c(=O)[nH]c1=O` : Cycloheximide cs: -2; Shiga inhibitor: -9; Tb PYK inh: -8%; Pf growth 48h: ?; LmPK inh: -5%; AmpC no deterg: -44%; Pf growth 96h: ?
# Listed for `CC1=C(C(=O)OCC2CCCO2)C(c2coc3ccccc3c2=O)C2=C(CCCC2=O)N1` (centres undefined) : Cycloheximide cs: 4; Shiga inhibitor: 18; Tb PYK inh: 4%; Pf growth 48h: ?; LmPK inh: 2%; AmpC no deterg: -10%; Pf growth 96h: -7%

# The results go on.
SMILES,Cycloheximide cs,Shiga inhibitor,Tb PYK inh,Pf growth 48h,LmPK inh,AmpC no deterg,Pf growth 96h
NS(=O)(=O)c1ccc(NC(=O)c2ccc(Cl)c(S(=O)(=O)NCc3ccco3)c2)cc1,/,/,-7%,?,/,-28%,?
Cc1sc2ncn(CC(=O)N3CCC(C(N)=O)CC3)c(=O)c2c1S(=O)(=O)N1CCOCC1,-5,-9,-3%,-1%,0%,-8%,-22%
CCC(=O)Nc1ccc2c(c1)C(=O)c1ccccc1C2=O,36*,76*,0%,342%[activator],-6%,7%,256%[activator]
CC(CCc1ccccc1)NC(=O)CNC(=O)c1cccs1 (centres undefined),-5,-21,-3%,14%,-5%,-2%,-8%
CCc1noc(C)c1C(=O)NCCc1ccc(Cl)cc1,/,/,-1%,0%,/,?,11%
CCC(=O)Nc1cccc(NC(=S)NC(=O)c2ccc(C)cc2)c1,46*,102*,-3%,57%[activator],5%,-23%,34%[activator]
CCCCn1nc(C(=O)N(CCOC)c2c(N)n(CCCC)c(=O)[nH]c2=O)c2ccccc2c1=O,/,/,-2%,-12%,/,-19%,-15%
O=S(=O)(NC(=S)NC1CCCCC1)c1cccs1,11,10,-6%,-3%,2%,-34%,25%
COc1ccccc1OCc1ccc(C(=O)NC(C)(C)C)o1,12*,20,1%,18%,3%,0%,93%[activator]
N#CC1=C(N)Nc2ncnn2C1c1ccc(F)cc1 (centres undefined),5,23,-2%,17%,0%,-14%,17%
NNC(=O)CCc1ccc(S(=O)(=O)N2CCOCC2)cc1,-5,-10,-5%,-21%,-2%,-4%,1%
COc1ccc(CCNC(=O)C2(C)CCC(=O)N2Cc2ccc3c(c2)OCO3)cc1OC (centres undefined),5,-9,-1%,5%,0%,-15%,-18%
c1ccc(OCCOc2ncnc3sccc23)cc1,38*,69*,-4%,67%[activator],-11%,-12%,5%
CCCn1c(=O)c(C(=O)NCc2ccncc2)c(O)c2ccccc21,2,-7,-3%,-1%,2%,11%,/
COc1cc2c(cc1OC)C(C)N(C(=O)c1cc3c(s1)-c1c(C)cccc1OC3)CC2 (centres undefined),-3,-11,-1%,?,-3%,114%[activator],?
CC(C)C(NS(=O)(=O)c1cccc2nsnc12)C(=O)N1CCc2ccccc2C1 (centres undefined),-3,-12,-6%,-9%,3%,3%,32%[activator]
C=CCn1c(-c2ccccc2OC)n[nH]c1=S,1,-10,?,9%,-19%,-13%,0%
O=C(NCc1ccco1)/C(=C/C=C/c1ccccc1)NC(=O)c1ccco1,3,5,0%,-1%,1%,-27%,?
O=S(=O)(NCc1cc(-c2ccccc2)no1)c1ccc(Cl)cc1,1,-13,-2%,34%[activator],0%,-18%,132%[activator]
COc1ccc(N(C(=O)c2ccc(C)cc2)S(=O)(=O)c2cccs2)cc1,11,9,5%,-11%,1%,-30%,-3%

# Compound activity: PubChem, National Center for Advancing Translational Sciences (NCATS)
